# Screening results as filed in PubChem.
# AHR act: AHR activators, primary screen, cell-based, luminescence, luciferase reporter, human; activation, % at 5 µM; 2.5% of 320,000 active; AHR-responsive luciferase reporter cells; in the data active means activation above about 47%;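 further: 0% = vehicle wells and 100% = reference agonist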
# EBNA-1 inh: EBNA-1 DNA-binding inhibitors, primary screen, biochemical, fluorescence polarization. inhibition, % at 14.8 µM. 0.34% of 300,000 active. AID 1950, 2009; in the data active means inhibition above about 28%
# procasp3 activ: activators of human procaspase-3 D3A mutant, primary screen, biochemical, absorbance, PC-3 D3A mutant, single concentration | recombinant procaspase-3 D3A, Ac-DEVD-pNA absorbance 405 nm | 0.11% of 330,000 active | Caspase-3 (Homo sapiens), P42574 | AID 463141, 2010 | activation, % at 8.5 µM;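 active means activation above the mean of all tested compounds plus 3 SD, cut at about 21% in these data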;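 further: 0% = DMSO alone and 100% = DMSO wells spiked with extra 5 µM PC-3 D3A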
#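 Test system: Procaspase-3 D3A mutant; medium: Zinc-free HEPES/NaCl buffer with 0.01% Triton X-100 at pH 7.4; reagent: DEVD-pNA substrate; doses: one concentration, 8.5 µM nominal, 0.8% DMSO; times: 1 h preincubation plus 2 h reaction at 25 °C; signal: Epi-absorbance at 405 nm of released p-nitroaniline, 0 and 120 min; replicates: singlicate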
# proCasp7 act: procaspase-7 activators, primary screen, counter-screen for procaspase-3 activator project, biochemical, absorbance, HTS, human. Caspase-7 (Homo sapiens), P55210. recombinant procaspase-7, Ac-DEVD-pNA absorbance 405 nm; D23A/D198A/D206A triple mutant, cannot self-cleave; scale: DMSO 0, 5 µM enzyme 100. activation, % at 8.5 µM. 0.093% of 330,000 active. AID 463210, 2010;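 active means percent activation above the screen-wide mean plus 3 SD, cut at about 25% in these data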
#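 Assay system: Uncleavable procaspase-7 mutant enzyme | Input: 2 µM procaspase-7 mutant as dispensed | Timing: 1 h compound preincubation, 2 h substrate cleavage, 25 °C | Repeats: One well per compound | Control set: DMSO wells as 0%, DMSO with 5 µM added PC-7 as 100% | Technique: Epi-absorbance of released pNA at 405 nm, two timepoints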
# RPL19A-GFP yeast: RPL19A-GFP expression modulators in yeast, primary screen, cell-based, S. cerevisiae, multiplex flow cytometry, MLPCN. percent response vs DMSO, % at 10 µM. AID 2025, 2009. 0.3% of 330,000 active. S. cerevisiae RPL19A-GFP strain, 3 h; stronger effect = lower value;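 active means percent response vs DMSO below 50%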;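 further: median channel GFP fluorescence of the barcoded RPL19A-GFP strain; ratio of sample median GFP to plate DMSO average so 100% = DMSO; lower means less RPL19A-GFP as with rapamycin TOR inhibition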
# LAP4 TOR yeast: modulators of LAP4-GFP expression in yeast, primary screen, S. cerevisiae, multiplex flow cytometry, MLPCN library. 3 h; median GFP as percent of DMSO wells. GFP response vs DMSO, % at 10 µM. 0.34% of 320,000 active. AID 2023, 2009;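 active means GFP response vs DMSO above a set limit, about the screen mean plus 3 SD, cut at about 150% in these data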
# MEP2-GFP yeast: modulators of MEP2-GFP levels in yeast, primary screen, S. cerevisiae, multiplex flow cytometry, MLPCN library; S. cerevisiae MEP2-GFP strain, 3 h; 100% = DMSO control level; 0.51% of 330,000 active; GFP response vs DMSO, % at 10 µM;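 active means GFP response versus DMSO above a set limit, roughly screen mean plus 3 SD, cut at about 180% in these data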;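 further: median GFP fluorescence of the barcode-gated MEP2-GFP cells per well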
# ZTA counter: ZTA (EBV) inhibition in EBNA-1 counter-screen; AID 2234; inhibition, % at 11 µM; P03206; ZTA-DNA binding, fluorescence polarization; 0.15% of 320,000 active; in the data active means inhibition above about 33%
# Numbers without * were called inactive; nt = not tested or not shown; [ ] = dose if it differs, or a comment. Random draw from the library. About 3.8% of those tested had a hit in this group.
SMILES,AHR act,EBNA-1 inh,procasp3 activ,proCasp7 act,RPL19A-GFP yeast,LAP4 TOR yeast,MEP2-GFP yeast,ZTA counter
C=C(C)CN(CC)C(=O)CC1C(=O)NCCN1C (stereo unspecified),-1,-2,-3,5,95,98,94,6
CCN1CCN(c2ccc(NC(=O)c3ccccc3F)cc2Cl)CC1,7,16,2,0,96,99,97,12
O=C(CN1C(=O)c2ccccc2S1(=O)=O)NCc1ccc2c(c1)OCO2,0,6,2,9,91,99,101,5
Cc1ccc(CNC(=O)COC(=O)c2cncc(Br)c2)cc1,-1,6,-2,0,92,107,95,-4
C=CCNC(=S)NNc1nc(Nc2ccccc2)nc(N2CCCCC2)n1,21,9,2,-7,85,86,95,-8
CCN1/C(=C2\SC(=S)N(Cc3ccccc3)C2=O)Sc2ccccc21,10,0,1,-3,99,100,99,2
COc1ccc(O)cc1,3,nt,-2,-1,102,99,95,nt
CCCN(C(=O)COC(=O)CCOc1ccc(C)cc1)c1c(N)n(Cc2ccccc2)c(=O)[nH]c1=O,-1,-3,4,10,98,100,101,1
Cn1c(=O)c2c(nc(N3CCCC3)n2CC(O)CO)n(C)c1=O (stereo unspecified),0,9,-3,4,101,105,105,11
C=CCn1c(=O)c2c3c(sc2n2c(Nc4ccc(OC)cc4)nnc12)CCCC3,-5,3,-3,-3,100,104,104,0
COc1cc(C(=O)OCC(=O)c2ccccc2)cc2c1OCCO2,5,nt,2,-6,103,103,97,5
Cc1nnc(NC(=O)CSc2nc(N)c(NC(=O)c3cccs3)c(=O)[nH]2)s1,3,2,1,3,102,104,99,-5
Cc1cc(C)n2nc(S(=O)(=O)NC(C)(C)C)nc2n1,1,-18,-10,-1,103,103,103,-7
Cc1ccn2c(=O)c(C(=O)NC3CCCCC3C)c(O)nc2c1 (stereo unspecified),-1,-9,7,1,98,105,97,-17
Cc1sc2ncnc(NCC3COc4ccccc4O3)c2c1C (stereo unspecified),-3,3,-3,11,102,120,103,8
Cn1nnc(NC(=O)c2ccccc2F)n1,-2,7,4,5,91,87,98,6
CN(C(=O)COC(=O)COc1ccc2c(c1)CCC2)c1c(N)n(Cc2ccccc2)c(=O)[nH]c1=O,1,-10,2,7,88,77,86,-7
O=C(NCc1ccco1)c1sc2ccccc2c1Cl,-4,10,-4,-2,89,96,93,-4
CCC(=O)c1ccc(OCC(=O)OCC(=O)NC2CCCC2)cc1,2,-1,4,5,101,97,102,10
Cc1cccc(NS(=O)(=O)Cc2ccccc2)n1,0,-6,4,8,97,96,101,0
O=Cc1c(NCc2ccccc2F)c2ccccc2[nH]c1=O,0,1,8,6,105,94,103,-2
CC(C)(C)c1ccc(OCCC(=O)OCC(=O)Nc2cccnc2Cl)cc1,0,7,3,7,95,113,97,-7
CC1CN(c2ccccc2)CCN1Cc1nc(Cc2ccccc2)no1 (stereo unspecified),1,4,3,4,94,96,96,-5
COc1ccc(NC(=O)CSc2nc(C)cc(C)n2)c([N+](=O)[O-])c1,-1,4,8,-5,99,99,103,-2
Cc1ccc(S(=O)(=O)N(C)C)cc1NC(=O)COC(=O)C1COc2ccccc2O1 (stereo unspecified),3,6,5,8,97,90,105,1
COc1ccc(S(=O)(=O)N2CCN(CC(=O)Nc3cc(C(F)(F)F)ccc3Cl)CC2)cc1,-1,4,-7,4,96,97,94,5
COc1cc(CN2CCCC(N3CCN(c4ccccc4C)CC3)C2)cc(Cl)c1O (stereo unspecified),9,6,-2,5,103,80,105,14
COc1ccc(-n2nc3c(c2NC(=O)C24CC5CC(CC(C5)C2)C4)CS(=O)C3)cc1 (stereo unspecified),1,-12,11,3,102,99,102,-8
CCOC(=O)Nc1ccc(NC(=O)c2c(OC)cccc2OC)cc1,-9,-4,3,13,100,97,102,-13
O=S1(=O)N=C(N2CCN(Cc3ccccc3)CC2)c2ccccc21,1,-5,-3,-2,105,98,102,-3
COc1ccc(NC2=CC(=O)N(C)C2=O)cc1,2,2,-1,4,99,99,103,-6
CCOc1ccc(-c2nnc(-c3ccc(OC)cc3)o2)cc1,10,0,3,-11,102,95,92,-5
COc1cc([N+](=O)[O-])ccc1NC(=O)Nc1ccc(C(=O)N2CCCC2)cc1,3,-1,-1,6,93,86,90,-9
COCc1nnc(NC(=O)c2cc3ccccc3o2)s1,36,5,5,-13,93,81,83,11
O=C(O)CS(=O)(=O)c1ccc(C(F)(F)F)cn1,-1,7,5,13,99,112,107,1
COC(=O)c1nc(-c2ccccc2)n[nH]1,-1,-5,6,-2,102,100,106,0
CC(OC(=O)C1=COCCO1)C(=O)NC1CCCCC1C (stereo unspecified),2,nt,3,-8,99,103,102,-9
Cc1[nH]c2ccc(C(=O)NCCCN3CCOCC3)cc2c1C,16,2,4,3,100,86,103,-6
O=C(CCC1CCCN(Cc2cccc(Cl)c2)C1)NCc1ccccc1F (stereo unspecified),1,-7,7,9,100,111,105,2
CCCOc1ccc(N2C(=O)CC(NCc3ccncc3)C2=O)cc1 (stereo unspecified),0,-9,-6,12,98,103,100,11
Cn1cc(S(=O)(=O)N2CCN(Cc3ccccc3)CC2)c(=O)n(C)c1=O,-3,8,-4,-1,94,89,92,-12
COc1ccc(C(C)(C)C)cc1S(=O)(=O)N1CCC(C(N)=O)CC1,-1,2,5,6,105,89,109,5
Cc1ccc2c(=O)n3c(nc2c1)C(Cc1ccccc1)NC(=O)c1ccc(Cl)cc1-3 (stereo unspecified),6,nt,3,14,98,100,96,-8
O=C(N1CCOCC1)N1CCN(c2ccccc2F)CC1,-2,-2,-2,3,103,118,114,-4
CC(C)(C)C(=O)C[n+]1ccccc1,-2,-1,7,-1,103,93,104,-7
CCOc1ccc(S(=O)(=O)N(CC(=O)N/N=C/c2ccc(-c3ccc([N+](=O)[O-])cc3)o2)c2ccccc2)cc1,0,-6,-2,-7,101,114,115,0
Cc1ccc(C)c(OCC(O)CN2CCC(Cc3ccccc3)CC2)c1 (stereo unspecified),3,-5,2,6,94,89,98,-19
O=C(CSc1ncccn1)Nc1ccc(S(=O)(=O)N2CCCCC2)cc1,-7,3,4,-1,95,nt,91,-2
CCC1(C)NC(=O)N(CC(=O)NCC(=O)Nc2c(C)cc(C)cc2C)C1=O (stereo unspecified),0,nt,-4,1,92,89,97,-17
Cc1ccc(C)c2c1cc(C)c1nnc(SCC(=O)Nc3cccc(C(=O)O)c3)n12,0,5,0,-1,96,97,98,-20
Cc1cc(C)cc(NC(=O)C2C3C=CC4(O3)C2C(=O)N(CCCN2CCCC2)C4C(=O)NC2CCCC(C)C2C)c1 (stereo unspecified),6,-17,-10,-4,103,105,103,-3
COc1nsnc1N1CCOCC1,-2,1,3,1,101,97,111,11
C=CCC[C@@H](Cc1ccc(F)cc1)C(=O)OC[C@@H](NC(=O)[C@H](CC=C)CC(=O)N(CCO)Cc1ccccc1)c1ccccc1,-1,nt,2,2,103,97,103,nt
CCCCn1c(=O)[nH]c(=O)c2c1nc(CN1C(=O)c3ccccc3S1(=O)=O)n2CCC,1,1,6,7,87,84,89,-18
Cc1cccc(NC(=S)N(CCCN(C)C)Cc2cc3cc4c(cc3[nH]c2=O)OCO4)c1,4,5,0,-4,98,99,104,6
CCOc1cc(CNn2c(C)nnc2SCC(=O)NC(C)(C)C)ccc1OCC(=O)NC(C)(C)C,2,-17,-13,4,90,102,101,-3
CC(C)(C)c1ccccc1OCCOCCNCc1ccccc1,-1,7,-3,4,106,97,116,14
CCc1ccc2nc(NC(=O)C3CSC4(C)CCC(=O)N34)sc2c1 (stereo unspecified),66*,4,-3,-3,97,105,99,3
CCN1CNC(=S)N(c2cccc(C)c2C)C1,-1,8,0,-5,94,88,89,-17
O=C(Nc1nc2ccccc2n1CCOc1ccc(Cl)cc1)c1ccco1,10,7,6,-2,100,103,100,2

# Some of these compounds in order of SMILES length, lowest first.
SMILES,AHR act,EBNA-1 inh,procasp3 activ,proCasp7 act,RPL19A-GFP yeast,LAP4 TOR yeast,MEP2-GFP yeast,ZTA counter
COc1nsnc1N1CCOCC1,-2,1,3,1,101,97,111,11
CCOc1ccc(-c2nnc(-c3ccc(OC)cc3)o2)cc1,10,0,3,-11,102,95,92,-5
O=S1(=O)N=C(N2CCN(Cc3ccccc3)CC2)c2ccccc21,1,-5,-3,-2,105,98,102,-3
O=C(CSc1ncccn1)Nc1ccc(S(=O)(=O)N2CCCCC2)cc1,-7,3,4,-1,95,nt,91,-2
Cc1nnc(NC(=O)CSc2nc(N)c(NC(=O)c3cccs3)c(=O)[nH]2)s1,3,2,1,3,102,104,99,-5
Cc1cc(C)cc(NC(=O)C2C3C=CC4(O3)C2C(=O)N(CCCN2CCCC2)C4C(=O)NC2CCCC(C)C2C)c1 (stereo unspecified),6,-17,-10,-4,103,105,103,-3

# AHR act, entries above that show a hit
Structure	AHR act	EBNA-1 inh	procasp3 activ	RPL19A-GFP yeast	LAP4 TOR yeast	MEP2-GFP yeast
CCc1ccc2nc(NC(=O)C3CSC4(C)CCC(=O)N34)sc2c1 (stereo unspecified)	66*	4	-3	97	105	99

# Later entries:
SMILES,AHR act,EBNA-1 inh,procasp3 activ,proCasp7 act,RPL19A-GFP yeast,LAP4 TOR yeast,MEP2-GFP yeast,ZTA counter
CC1CCCN(Cc2c(O)ccc3c4c(c(=O)oc23)CCCC4)C1 (stereo unspecified),16,-2,7,7,95,92,88,5
COc1ccc(N2C(=O)CC(S/C(N)=N/N=C(\C)c3cccs3)C2=O)cc1 (stereo unspecified),13,-4,5,4,98,104,98,2
COCCN(C(=O)CSc1nnc(-c2ccccc2C)n1C)c1c(N)n(Cc2ccccc2)c(=O)[nH]c1=O,-2,5,1,-1,96,103,64,-5
CC(C)(C)NC(=O)CN(Cc1ccc2c(c1)OCO2)C(=O)CNS(=O)(=O)c1ccccc1,-1,15,0,14,99,97,103,-6
CC(C)(C)N1C(=O)c2ccc(C(=O)Nc3ccc(C(=O)O)cc3)cc2C1=O,0,18,6,7,99,90,104,11
COC(=O)c1cc(C#N)c(Oc2ccc(OC)cc2)nc1C,1,-1,4,6,101,101,104,10
CN(C)S(=O)(=O)N1CCN(CC(O)COc2ccc3cc(Br)ccc3c2)CC1 (stereo unspecified),3,0,-9,-1,104,105,96,5
CN(C)c1cccc(C(=O)N2CCCC(CCC(=O)NCc3ccccc3F)C2)c1 (stereo unspecified),5,-11,-4,-1,101,86,104,-1
CCCCC(SCC(=O)Nc1ccccc1)C(=O)O (stereo unspecified),-2,-13,-2,-7,99,99,102,2
O=c1[nH]cc(N=Cc2cc(Cl)cc(Cl)c2O)c(=O)[nH]1,2,-1,6,-11,107,84,106,14
Cc1ccc(S(=O)(=O)N2CCOCC2)cc1NC(=O)c1cc(-c2ccccn2)nc2ccccc12,3,-1,9,8,97,100,101,-14
O=C1S/C(=C/c2ccccc2F)C(=O)N1CCN=C1NS(=O)(=O)c2ccccc21,0,5,-2,8,102,101,110,-22
Cc1nnc(NC(=O)CCS(=O)(=O)c2ccccc2)s1,16,-3,2,2,102,99,107,-5
O=C(CSc1nnc(NC(=O)c2cc(Br)ccc2Cl)s1)NCC1CCCO1 (stereo unspecified),0,10,3,6,99[may fluoresce green],95[may fluoresce green],101[may fluoresce green],7
